High-throughput results: PubChem BioAssay, several laboratories
IDE inh: human IDE inhibitors in live cells, primary screen, fluorescence polarization, HEK cells, FAbetaB substrate; Insulin-degrading enzyme (Homo sapiens), P14735; AID 434962, 2010; 0.41% of 320,000 active; inhibition, % at 5.59 µM; FAbetaB cleavage;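 active = percent inhibition above the average of all tested compounds plus 3 SD, set per screening campaign, cut at about 16% in these data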;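 also: IDE supplied by intact live HEK cells; FP after avidin binding of uncleaved biotin substrate so inhibition keeps polarization high; 0% = DMSO wells and 100% = 60 µM reference IDE inhibitor Ii1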
HCV NS3 hel inh: inhibitors of HCV NS3 helicase, primary screen, biochemical, Cy5 molecular beacon fluorescence. Hepatitis C virus NS3 helicase. NS3 helicase DNA unwinding. inhibition, % at 10.9 µM. 0.56% of 290,000 active;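 active = inhibition above the mean of all tested compounds plus 3 SD, set per campaign, cut at about 35% in these data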;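 also: 0% = DMSO wells and 100% = thioflavine S control wells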
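System: HCV NS3 helicase fragment; control set: DMSO and thioflavine S; technique: Cy5 fluorescence at 0 and 60 min, beacon hairpin quenching; reagent: beacon DNA duplex substrate plus ATP; replicates: singlicate; schedule: 1 h reaction at 25 °C, ATP-initiated; medium: MOPS buffer pH 6.5 with MgCl2, DTT, Tween20, BSA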
IDE act: human IDE activators in live cells, primary screen, fluorescence polarization, HEK cells, FAbeta-B substrate; 0.073% of 340,000 active; AID 493087, 2011; FAbeta-B cleavage; 0% vehicle, 100% cell-free pure enzyme wells; activation, % at 5.96 µM;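 active = activation above the mean of all tested compounds plus 3 SD, set per screening campaign, cut at about 17% in these data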
SUMO HTRF inh: inhibitors of in vitro SUMOylation cascade, primary screen, biochemical, HTRF, uHTS | HTRF SUMOylation assay, SAE1/SAE2 + UBC9 | inhibition, % at 35 µM | 0.36% of 290,000 active | AID 2006, 2009; in the data active = inhibition above about 50%, passing the limit was not always enough; also: strong numbers were not always called active
pCIP destab: p/CIP-EGFP fusion destabilizers, primary screen, fluorescence, F442A cells; 16 h; decrease of EGFP signal, % at 10 µM; 0.01% of 290,000 active;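 active = EGFP signal decrease of at least 30% at 10 µM or well 3 SD below plate mean, unless failing retest; inactive = the rest, including hits failing retest or dose response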; also: some compounds called inactive have numbers as strong as hits; many of its hits are not listed in these tables
Target sequence (Q05BA5 1-1403): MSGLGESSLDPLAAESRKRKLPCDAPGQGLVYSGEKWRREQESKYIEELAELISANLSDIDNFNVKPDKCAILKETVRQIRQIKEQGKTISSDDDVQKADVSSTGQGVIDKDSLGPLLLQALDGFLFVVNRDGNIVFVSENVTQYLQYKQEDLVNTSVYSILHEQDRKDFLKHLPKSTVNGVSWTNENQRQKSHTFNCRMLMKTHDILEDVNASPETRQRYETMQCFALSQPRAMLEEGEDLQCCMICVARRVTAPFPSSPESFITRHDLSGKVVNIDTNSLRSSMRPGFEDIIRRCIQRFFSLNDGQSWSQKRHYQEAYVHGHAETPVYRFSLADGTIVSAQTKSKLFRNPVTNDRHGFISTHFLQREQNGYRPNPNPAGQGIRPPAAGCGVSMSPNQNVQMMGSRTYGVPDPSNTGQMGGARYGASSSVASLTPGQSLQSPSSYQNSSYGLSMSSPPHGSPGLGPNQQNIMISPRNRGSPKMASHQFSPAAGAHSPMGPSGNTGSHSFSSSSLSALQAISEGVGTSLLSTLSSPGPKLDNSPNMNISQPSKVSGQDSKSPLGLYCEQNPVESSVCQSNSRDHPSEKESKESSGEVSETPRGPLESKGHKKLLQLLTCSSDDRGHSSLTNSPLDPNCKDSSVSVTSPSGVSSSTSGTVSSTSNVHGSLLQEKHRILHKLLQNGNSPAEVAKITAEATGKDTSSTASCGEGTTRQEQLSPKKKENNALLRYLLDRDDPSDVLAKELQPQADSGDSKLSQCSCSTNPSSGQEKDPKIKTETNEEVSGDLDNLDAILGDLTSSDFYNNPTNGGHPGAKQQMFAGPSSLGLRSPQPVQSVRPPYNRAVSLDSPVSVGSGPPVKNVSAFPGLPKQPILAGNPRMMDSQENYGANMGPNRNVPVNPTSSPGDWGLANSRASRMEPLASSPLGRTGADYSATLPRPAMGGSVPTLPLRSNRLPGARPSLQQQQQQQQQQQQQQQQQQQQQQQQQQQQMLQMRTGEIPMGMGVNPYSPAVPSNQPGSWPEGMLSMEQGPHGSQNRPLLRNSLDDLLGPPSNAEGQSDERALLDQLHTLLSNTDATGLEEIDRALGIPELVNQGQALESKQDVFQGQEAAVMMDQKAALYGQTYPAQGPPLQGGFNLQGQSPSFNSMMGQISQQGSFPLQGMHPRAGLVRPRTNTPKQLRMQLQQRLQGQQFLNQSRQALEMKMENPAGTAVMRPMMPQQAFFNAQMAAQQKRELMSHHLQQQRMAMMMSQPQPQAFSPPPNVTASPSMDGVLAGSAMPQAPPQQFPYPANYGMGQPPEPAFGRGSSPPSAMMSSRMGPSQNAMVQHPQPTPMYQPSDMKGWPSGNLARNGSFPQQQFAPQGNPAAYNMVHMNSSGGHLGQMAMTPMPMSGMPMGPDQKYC
IMP-1 inh: IMP-1 metallo-beta-lactamase inhibitors, primary screen, biochemical, epi-absorbance readout, Pseudomonas aeruginosa enzyme; metallo-beta-lactamase IMP-1 (Pseudomonas aeruginosa); purified IMP-1, nitrocefin hydrolysis, epi-absorbance fluorescence; inhibition, % at 5.6 µM; 0.45% of 290,000 active;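 active = inhibition above the mean plus 3 SD of all compounds in the same screening run, cut at about 4.5% in these data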;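 also: 0% = IMP-1 with DMSO and 100% = DMSO wells lacking enzyme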
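System: purified IMP-1; amount: IMP-1 0.2 nM before substrate addition; compound: single dose, 5.6 µM; times: 25 °C, 15 min preincubation, 25 min reaction; signal: Epi-absorbance via hydrolysed-nitrocefin quenching of white-plate fluorescence, 480/530 nm, EDTA stop; benchmarks: DMSO with and without IMP-1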
GalR3 antagonist: GalR3 antagonists in HEK293 cells, primary screen, cell-based, fluorescence readout; AID 651719, 2012; HEK293 GalR3-CNG cAMP membrane potential fluorescence; galR3 body fused to GalR1 C-terminus; inhibition, % at 3 µM; 0.44% of 360,000 active; Galanin receptor type 3 (Homo sapiens), O60755;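 active = inhibition above the screen-wide average plus 3 SD, cut at about 13% in these data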;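 also: forskolin and galanin both at EC90 stimulate the cells; cAMP rise reported by CNG channel membrane potential dye signal; 0% = forskolin plus galanin with DMSO and 100% = forskolin alone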
CRFR2-BP antag: antagonists of CRF-BP/CRF-R2 complex, primary screen, cell-based, HEK293, calcium dye fluorescence, uHTS | 0.59% of 350,000 active | CRF-induced calcium fluorescence | inhibition, % at 11.8 µM;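 active = inhibition of the ligand-induced calcium signal above about 50% at the single tested concentration, limit read from the data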
VIM-2 inhibitor: VIM-2 metallo-beta-lactamase inhibitors, primary screen, biochemical, epi-absorbance readout, Pseudomonas aeruginosa enzyme. inhibition, % at 5.6 µM. purified VIM-2, nitrocefin hydrolysis, epi-absorbance fluorescence. 0.89% of 290,000 active;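 active = inhibition above the mean of all tested compounds plus 3 SD, cutoff set per screening run, cut at about 7.5% in these data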;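 also: red hydrolysis product quenches plate fluorescence so inhibitors raise well fluorescence; 0% = enzyme with DMSO and 100% = DMSO without enzyme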
An asterisk follows results filed as active.

Screening CCc1ccc(S(=O)(=O)NC(=S)Nc2ccccc2)cc1 returned IDE inh -2, HCV NS3 hel inh 8, IDE act -2, SUMO HTRF inh -3, pCIP destab -1, IMP-1 inh -3.2, GalR3 antagonist 0, CRFR2-BP antag -6 and VIM-2 inhibitor -3.6.
CC(C)(C)c1ccc(-c2conc2N)cc1 was read as IDE inh 3, HCV NS3 hel inh 8, IDE act -3, SUMO HTRF inh 2, pCIP destab 3, IMP-1 inh -3.8, GalR3 antagonist -2, CRFR2-BP antag -17 and VIM-2 inhibitor -3.8.
`Cc1[nH]c(=O)[nH]c(=O)c1S(=O)(=O)Nc1ccc(S(N)(=O)=O)cc1` gave IDE inh 6, HCV NS3 hel inh -3, IDE act 6, SUMO HTRF inh 4, pCIP destab 8, IMP-1 inh 1.9, GalR3 antagonist -4, CRFR2-BP antag -2 and VIM-2 inhibitor 1.1.
Cc1ccc(-c2nc3cnccn3c2Nc2ccc3c(c2)OCO3)cc1 was read as IDE inh 4, HCV NS3 hel inh -3, IDE act 4, SUMO HTRF inh -6, pCIP destab -15, IMP-1 inh -4.4, CRFR2-BP antag 19 and VIM-2 inhibitor -2.9.
Screening COc1ccc(/C=C/C(=O)Nc2cc(=O)n(C)c(=O)n2C)cc1 returned IDE inh -3, HCV NS3 hel inh 9, IDE act 1, SUMO HTRF inh 6, pCIP destab 5, IMP-1 inh 0.4, GalR3 antagonist 4, CRFR2-BP antag -12 and VIM-2 inhibitor 2.0.
`CC(C)(NO)/C(=N\O)c1ccc(Cl)cc1` gave IDE inh 3, HCV NS3 hel inh 1, IDE act -3, SUMO HTRF inh -11, pCIP destab -1, IMP-1 inh -0.2, GalR3 antagonist 0, CRFR2-BP antag 17 and VIM-2 inhibitor 1.8.
Cc1ccc(S(=O)(=O)N(C)C)cc1NC(=O)COC(=O)C1COc2ccccc2O1 (stereo not drawn) was read as IDE inh -7, HCV NS3 hel inh -3, IDE act 0, SUMO HTRF inh 1, pCIP destab -9, IMP-1 inh -3.6, GalR3 antagonist -2, CRFR2-BP antag -2 and VIM-2 inhibitor -1.6.
For C[C@H](NC(=O)c1[nH]cnc1C(=O)Nc1ccc(Cl)cc1)C(=O)OC(C)(C)C the results were IDE inh 1, IDE act -2, SUMO HTRF inh 7, pCIP destab -18 and CRFR2-BP antag -1.
Screening CCN1C(=O)[C@H]2[C@@H](c3ccc(C)cc3)N3C(=O)N(c4cccc(Cl)c4)C(=O)[C@@]3(CC)[C@H]2C1=O returned IDE inh -1, IDE act 1, GalR3 antagonist -6 and CRFR2-BP antag -7.
`O=C(Nc1ccc(N2CCOCC2)c(Cl)c1)c1ccccc1F` gave IDE inh -6, HCV NS3 hel inh -13, IDE act 3, SUMO HTRF inh -21, pCIP destab -7, IMP-1 inh -2.3, GalR3 antagonist -6, CRFR2-BP antag 29 and VIM-2 inhibitor -4.2.
CCOC(=O)C(C(C)C)C(N)Cc1ccc(F)cc1 (stereo not drawn) was read as IDE inh 7, HCV NS3 hel inh -17, IDE act 1, SUMO HTRF inh 24, pCIP destab 10, IMP-1 inh -0.2, GalR3 antagonist -3, CRFR2-BP antag -1 and VIM-2 inhibitor 0.6.
COc1ccc(-c2cn3nc(C)c(C)nc3n2)cc1OC was read as IDE inh 5, IDE act 5, GalR3 antagonist 0 and CRFR2-BP antag 2.
Screening O=C(COC(=O)c1ncc(Cl)c(Cl)c1Cl)NCc1ccccc1 returned IDE inh 1, IDE act 1, GalR3 antagonist 1 and CRFR2-BP antag 12.
Screening CC(=O)N1CCc2cc(S(=O)(=O)NCC(=O)NCc3ccc(F)cc3)ccc21 returned IDE inh 2, HCV NS3 hel inh 2, IDE act 3, pCIP destab -16, IMP-1 inh 1.0, GalR3 antagonist 1, CRFR2-BP antag -9 and VIM-2 inhibitor -2.0.
Screening COC(C(=O)Nc1ccc(S(=O)(=O)Nc2cccc3ccccc23)cc1)c1ccccc1 (stereo not drawn) returned IDE inh -2, HCV NS3 hel inh -20, IDE act -3, SUMO HTRF inh -30, pCIP destab -20, IMP-1 inh -2.0, GalR3 antagonist -4, CRFR2-BP antag -46 and VIM-2 inhibitor -1.2.
O=C(/C=C/c1ccc(O)c([N+](=O)[O-])c1)c1ccc2ccccc2c1 was read as IDE inh -5, HCV NS3 hel inh -3, IDE act 4, SUMO HTRF inh 11, pCIP destab -6, IMP-1 inh -3.6, GalR3 antagonist -8, CRFR2-BP antag 16 and VIM-2 inhibitor 1.3.
Cc1ccccc1N(C(=O)CCCC(=O)Nc1ccccn1)C(C(=O)NC1CCCC1)c1ccc(O)cc1 (stereo not drawn) was read as IDE inh 1, HCV NS3 hel inh -1, IDE act 5, SUMO HTRF inh -6, pCIP destab -15, IMP-1 inh -3.6, GalR3 antagonist 8, CRFR2-BP antag -2 and VIM-2 inhibitor -1.8.
For CC1(C)C(=O)Nc2ccccc2N1C(=O)COc1ncnc2ccccc12 the results were IDE inh 4, HCV NS3 hel inh -10, IDE act 1, SUMO HTRF inh 17, pCIP destab -10, IMP-1 inh -2.6, GalR3 antagonist -4, CRFR2-BP antag -4 and VIM-2 inhibitor -3.6.
`O=C(Cn1ncn2c(cc3ccccc32)c1=O)NCCC1=CCCCC1` gave IDE inh 2, HCV NS3 hel inh 9, IDE act -3, SUMO HTRF inh 21, pCIP destab -6, IMP-1 inh -1.1, GalR3 antagonist -1, CRFR2-BP antag -6 and VIM-2 inhibitor -0.2.
For CC(=O)c1cccc(S(=O)(=O)Nc2ccc3nc(C)sc3c2)c1 the results were IDE inh 1, HCV NS3 hel inh -6, IDE act 4, SUMO HTRF inh -8, pCIP destab -21, IMP-1 inh -1.6, GalR3 antagonist 5, CRFR2-BP antag 1 and VIM-2 inhibitor -1.0.

Of the compounds above, 2 contain an NH in an aromatic ring.
`Cc1[nH]c(=O)[nH]c(=O)c1S(=O)(=O)Nc1ccc(S(N)(=O)=O)cc1` gave IDE inh 6, HCV NS3 hel inh -3, IDE act 6, SUMO HTRF inh 4, pCIP destab 8, IMP-1 inh 1.9, GalR3 antagonist -4, CRFR2-BP antag -2 and VIM-2 inhibitor 1.1.
For C[C@H](NC(=O)c1[nH]cnc1C(=O)Nc1ccc(Cl)cc1)C(=O)OC(C)(C)C the results were IDE inh 1, IDE act -2, SUMO HTRF inh 7, pCIP destab -18 and CRFR2-BP antag -1.

The list continues:
Screening COC(=O)C1=C(C)NC(C)=C(C(=O)OC(C)C)C1c1cccc2nonc12 (stereo not drawn) returned IDE inh -1, HCV NS3 hel inh -8, IDE act 6, SUMO HTRF inh -13, pCIP destab -19, IMP-1 inh -2.0, CRFR2-BP antag 2 and VIM-2 inhibitor -4.0.
`O=C(c1ccc2nc[nH]c2c1)N1CCN(c2cccc(Cl)c2)CC1` gave HCV NS3 hel inh 7, IDE act -4, SUMO HTRF inh 14, pCIP destab -27, IMP-1 inh -1.6, GalR3 antagonist -2, CRFR2-BP antag 1 and VIM-2 inhibitor -1.2.
`O=C(/C(=C/c1ccncc1)n1ccnc1)c1ccc(Cl)cc1Cl` gave HCV NS3 hel inh -4, SUMO HTRF inh -7, pCIP destab -1, IMP-1 inh -3.3, GalR3 antagonist -4, CRFR2-BP antag -15 and VIM-2 inhibitor -5.3.
CC(=O)Nc1ccc(Br)c(Cl)c1 was read as IDE inh 1, HCV NS3 hel inh 1, IDE act 6, SUMO HTRF inh 16, pCIP destab -6, IMP-1 inh -3.9, GalR3 antagonist -5, CRFR2-BP antag 13 and VIM-2 inhibitor -1.2.
`CNC(=S)N/N=C/c1cn(CCOc2ccccc2OC)c2ccccc12` gave IDE inh -5, HCV NS3 hel inh -18, IDE act -1, SUMO HTRF inh -16, pCIP destab 3, IMP-1 inh -4.4, GalR3 antagonist -3, CRFR2-BP antag -7 and VIM-2 inhibitor -4.2.
`O=S1(=O)CCN=C2SC3=C(CCCC3)N21` gave IDE inh -2, HCV NS3 hel inh 1, IDE act 3, SUMO HTRF inh 25, pCIP destab -2, IMP-1 inh -3.1, GalR3 antagonist -2, CRFR2-BP antag 5 and VIM-2 inhibitor -4.6.
Screening CCN(CC)C(=O)Cn1c(=O)n(Cc2ccc(F)cc2)c(=O)c2sccc21 returned IDE inh 2, HCV NS3 hel inh 3, IDE act 1, SUMO HTRF inh 0, pCIP destab 8, IMP-1 inh -1.5, GalR3 antagonist 0, CRFR2-BP antag 0 and VIM-2 inhibitor 0.4.
For O=S(=O)(Nc1cc(Cl)ccc1-n1cncn1)c1ccccc1Cl the results were IDE inh -7, IDE act 1, GalR3 antagonist -9 and CRFR2-BP antag 106*.
Screening CN(C)S(=O)(=O)c1cccc(NC(=O)c2ccc3c(c2)OCCO3)c1 returned IDE inh -3, IDE act 3, GalR3 antagonist -3 and CRFR2-BP antag -1.
Screening COc1ccc(/C=N/NC(=O)C(=O)N2CCCC2)cc1 returned IDE inh -7, HCV NS3 hel inh -3, IDE act 2, SUMO HTRF inh 11, pCIP destab -8, IMP-1 inh -4.5, GalR3 antagonist -4, CRFR2-BP antag -3 and VIM-2 inhibitor -4.6.
For CCOC(=O)C1CCCN(c2nc3ccccc3nc2C(C#N)C(=O)OCCOC)C1 (stereo not drawn) the results were IDE inh 10, HCV NS3 hel inh 0, IDE act 6, SUMO HTRF inh -6, pCIP destab 5, IMP-1 inh -4.7, GalR3 antagonist -3, CRFR2-BP antag 10 and VIM-2 inhibitor 0.0.
For Cc1cccc2c1NC1(CCCC1)CC2C (stereo not drawn) the results were IDE inh 1, HCV NS3 hel inh 1, SUMO HTRF inh 7, pCIP destab -8, IMP-1 inh -0.7, GalR3 antagonist -4, CRFR2-BP antag 8 and VIM-2 inhibitor -0.8.

Of the compounds above, two have a tert-butyl group:
CC(C)(C)c1ccc(-c2conc2N)cc1 was read as IDE inh 3, HCV NS3 hel inh 8, IDE act -3, SUMO HTRF inh 2, pCIP destab 3, IMP-1 inh -3.8, GalR3 antagonist -2, CRFR2-BP antag -17 and VIM-2 inhibitor -3.8.
For C[C@H](NC(=O)c1[nH]cnc1C(=O)Nc1ccc(Cl)cc1)C(=O)OC(C)(C)C the results were IDE inh 1, IDE act -2, SUMO HTRF inh 7, pCIP destab -18 and CRFR2-BP antag -1.
